# TSHR antagonist: Antagonists of the Thyroid Stimulating Hormone Receptor: HTS campaign. actives 0.2% (n = 330,000). activity change, negative = inhibition, % at 11.5 µM. TSHR-expressing cells, TSH-stimulated cAMP HTRF, 2 h; active compounds read low. AID 504810, 2011. Thyrotropin receptor (Homo sapiens), P16473;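 active = activity change below a set negative limit, meaning inhibition stronger than a set level, cut at about -70% in these data; inconclusive = activity change between two set negative limits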; note: % is set by controls: 0 for no effect and ±100 for the full control effect
#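 TSHR-expressing cells were treated with compounds, then stimulated with TSH at EC80 (4nM final) for 2 hours at 37 deg C. Cellular cAMP was measured by HTRF competition between lysate cAMP and cAMP-d2 for a cryptate-labelled anti-cAMP antibody.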
# TCR act: Activators of T cell receptors: qHTS campaign. AID 504894, 2011. primary human leukocytes, anti-CD3, IL-2 HTRF, 48 h. Potency, µM (doses to about 9.22 µM), for the others: at the highest dose activation of IL-2 secretion, hits mostly activators. 330,000 tested, under 10 active; note: % of control where 0% means no effect
#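 HTRF read-out of IL-2 secretion: europium cryptate donor excited at 320nm, d2 acceptor emission at 665nm. Cells were primary human leukocytes incubated 48 hr with compounds and a-CD3 beads, supplying TCR signal only.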
# CXXC DNA block: qHTS Fluorescence Polarization Assay for Inhibitors of MLL CXXC domain - DNA interaction; Histone-lysine N-methyltransferase 2A (Homo sapiens), Q03164; MLL-CXXC / FITC-HOXA9 DNA fluorescence polarization; Potency, µM (titrated, usually from 115 µM), for the others: top-dose activity change, negative = inhibition, usual class: inhibitors; actives 0.037% (n = 290,000); AID 2662, 2010; active = well fitted inhibition curve with a large enough effect in the polarisation, with a control signal flat, not every such curve was filed as active; inconclusive = small, poorly fitted or top-dose-only effect, or effect the other way, or a change in a side signal; inactive = no such curve, though single readings can be large or run the other way; the % refers to the polarisation; note: potency is the fitted concentration of half-maximal effect
#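 Purified MLL-CXXC (added from a 7 uM solution) was preincubated 5 min at ambient with pinned compounds in 50 mM Tris-HCl pH 7.5, 50 mM NaCl, 1 mM DTT, 0.05% BSA. Fluorescein-labeled HOX-A9 DNA (50 nM solution) followed, 30 min, then polarization read.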
# A-T KAP1 phos: qHTS Assay for Identifying a Potential Treatment of Ataxia-Telangiectasia; actives 0.19% (n = 320,000); […] A-T fibroblasts, KAP-1 phosphorylation AlphaLISA; neocarzinostatin DNA damage 30 min before lysis; Potency, µM (doses to about 57.5 µM), inactives show at the top dose activation, most hits filed as activators; note: potency is the fitted concentration of half-maximal effect; % of control where 0% means no effect; nearly all actives have a fitted effect of over 45% in size
#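 ATM-like activity read as KAP-1 phosphorylation via AlphaLISA donor/acceptor antibody pairs after lysis and 6 hr at 25C. Cells were ATM-null patient fibroblasts ([…], hTERT), dosed 60 min, then exposed to the DSB inducer NCS for 30 min.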
# PTAP TSG101 blk: qHTS Assay for Iinhibitors of HIV-1 Budding by Blocking the Interaction of PTAP/TSG101; Fluorescence polarization, FITC-PTAP peptide / Tsg101 binding; Potency, µM (top dose mostly 115 µM), for inactives: at the highest dose activity change, negative = inhibition, usual class: inhibitors; 340,000 tested, under 10 active; AID 493005, 2010; active = well fitted inhibition curve with a large enough effect in the main read-out, with a control signal flat, not every such curve was filed as active; inconclusive = small, poorly fitted or top-dose-only effect, or effect the other way, or a change in a side signal; inactive = no such curve, though single readings can be large or run the other way; note: potency is the fitted concentration of half-maximal effect; % of control where 0% means no effect
#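 Fluorescence anisotropy tracks displacement of a FITC-tagged PTAP peptide (50 nM) from the Tsg101 binding domain (10 uM), following a 20 min room-temperature incubation at pH 7.5.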
# Menin-MLL TR inh: qHTS Assay for Inhibitors Targeting the Menin-MLL Interaction in MLL Related Leukemias: Competition With Texas Red Labeled MLL-derived Mutant Peptide. O00255. Menin + Texas Red MLL mutant peptide, fluorescence polarization. Potency, µM (doses to about 61.6 µM), for the others: at the highest dose FP activity change, negative = inhibition, hits mostly inhibitors. actives 0.23% (n = 270,000); active = well fitted inhibition curve with a large enough effect in the polarisation, with a control signal flat, not every such curve was filed as active; inconclusive = small, poorly fitted or top-dose-only effect, or effect the other way, or a change in a side signal; inactive = no such curve, though single readings can be large or run the other way; the % refers to the polarisation; note: potency is the fitted concentration of half-maximal effect; % of control where 0% means no effect; many of its hits are not listed in these tables
# MBNL1 CUG block: qHTS Assay for Inhibitors of MBNL1-poly(CUG) RNA binding. Muscleblind-like protein 1 (Homo sapiens), Q9NR56. TR-FRET MBNL1-His/biotin-(CUG)12 binding, 665/545 ratio. Potency, µM (titrated, usually from 57.5 µM), for inactives: at the top dose activity change, negative = inhibition, actives largely listed as inhibitors. actives 0.036% (n = 280,000). AID 2675, 2010; active = well fitted inhibition curve with a large enough effect in the signal ratio, with a control signal flat, not every such curve was filed as active; inconclusive = small, poorly fitted or top-dose-only effect, or effect the other way, or a change in a side signal; inactive = no such curve, though single readings can be large or run the other way; the % refers to the signal ratio; note: potency is the fitted concentration of half-maximal effect; % is set by controls: 0 for no effect and ±100 for the full control effect
# Target sequence (Q9NR56 whole entry, looked up): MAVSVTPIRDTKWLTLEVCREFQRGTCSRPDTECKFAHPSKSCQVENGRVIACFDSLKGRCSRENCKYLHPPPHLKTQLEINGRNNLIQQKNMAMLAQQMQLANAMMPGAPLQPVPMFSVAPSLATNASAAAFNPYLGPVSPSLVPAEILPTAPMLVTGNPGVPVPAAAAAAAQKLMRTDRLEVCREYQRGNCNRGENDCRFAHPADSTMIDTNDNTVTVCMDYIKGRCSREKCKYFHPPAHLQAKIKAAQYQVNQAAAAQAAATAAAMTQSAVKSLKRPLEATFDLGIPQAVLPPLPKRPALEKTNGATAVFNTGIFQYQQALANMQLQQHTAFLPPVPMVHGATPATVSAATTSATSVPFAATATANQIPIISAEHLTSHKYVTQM
#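 MBNL1-His + Biotin-(CUG)12, cpd titration 92 nM–58 uM; Tb anti-His Ab 0.055 ng/ul, SA-XL665 5 nM (final); 60 min RT; ratiometric 665/545 nm, Ex 340 nm; normalized to buffer and full-complex controls.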
# ASM inhibitor: Inhibitors of Secretory Acid Sphingomyelinase (S-ASM): qHTS; Sphingomyelin phosphodiesterase (Homo sapiens), P17405; placental ASM, HMU-PC fluorogenic substrate, 60 min; Potency, µM (top dose mostly 57.5 µM), without a hit: at the highest dose activity change, negative = inhibition, usual class: inhibitors; actives 0.006% (n = 340,000); note: potency is the fitted concentration of half-maximal effect
# Target sequence (P17405 47-631 limits assumed): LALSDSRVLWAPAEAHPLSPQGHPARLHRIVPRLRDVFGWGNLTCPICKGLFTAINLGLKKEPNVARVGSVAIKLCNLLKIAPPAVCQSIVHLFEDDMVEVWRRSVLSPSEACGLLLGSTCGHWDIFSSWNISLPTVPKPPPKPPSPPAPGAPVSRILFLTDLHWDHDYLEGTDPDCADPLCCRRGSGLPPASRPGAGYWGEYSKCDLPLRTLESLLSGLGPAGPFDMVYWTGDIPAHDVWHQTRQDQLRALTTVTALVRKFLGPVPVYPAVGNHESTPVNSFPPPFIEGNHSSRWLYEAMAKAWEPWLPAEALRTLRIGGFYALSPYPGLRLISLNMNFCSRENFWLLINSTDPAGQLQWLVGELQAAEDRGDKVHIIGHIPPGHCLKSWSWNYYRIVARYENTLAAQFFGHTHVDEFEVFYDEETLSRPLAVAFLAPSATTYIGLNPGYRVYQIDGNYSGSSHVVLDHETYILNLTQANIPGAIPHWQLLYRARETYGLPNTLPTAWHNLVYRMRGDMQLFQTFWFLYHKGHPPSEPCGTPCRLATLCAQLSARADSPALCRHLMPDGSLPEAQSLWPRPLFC
#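 Fluorescence read-out (Ex 386 nm, Em 447 nm) after stopping the reaction at pH 10. Enzyme: ASM from human placenta; substrate HMU-PC0, 9 uM final; 60 min, 37 °C. Compound preincubation 10 min, ambient temperature.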
# Mito fusion act: qHTS Assay for Small Molecule Inhibitors of Mitochondrial Division or Activators of Mitochondrial Fusion; Potency, µM (highest dose often 46.1 µM), without a hit: at the top dose growth rescue (activation), hits mostly activators; S. cerevisiae fusion-defective mutant growth rescue, CellTiterGlo 48 h; actives 0.23% (n = 320,000);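 note: potency is the fitted concentration of half-maximal effect; % of control where 0% means no effect; nearly all actives have a fitted effect of over 45% in size; temperature-sensitive fusion mutants such as fzo1-1 at 37 °C on non-fermentable ethanol glycerol medium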
#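 Growth-rescue viability read-out: after 48 h at the non-permissive 37C in glycerol/ethanol YPEG, yeast mitochondrial fusion mutants are measured by CellTiterGlo luminescence; compounds (23 nl pinned per well) restoring growth score as division inhibitors or fusion activators.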
# a7 integrin act: qHTS for Activators of Integrin-Mediated Alleviation for Muscular Dystrophy. alpha7betagal myoblasts, beta-gal FDG fluorescence, 48 h. Potency, µM (highest dose often 38.3 µM), inactives show top-dose activation, hits mostly activators. actives 0.064% (n = 350,000);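 note: potency is the fitted concentration of half-maximal effect; 100% = response of the positive control SU9516; nearly all actives have a fitted effect of over 60% in size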
#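 alpha7betagal+/- myoblasts (passage 13, 250/well) treated 48 h at 37C with compounds at 1:260 dilution of DMSO stock. Lysed, then beta-galactosidase activity read as FDG fluorescence (ex 480/em 540) after 30 min, with pre-read for autofluorescence.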
# * hit, by the source's call; ? = inconclusive; . = not tested or not shown; [ ] = remark or other dose. Unless noted, calls come from the whole dose curve; as a rule, active = well fitted curve in the direction sought with a large enough effect; inconclusive = small, poorly fitted or top-dose-only effect, or another doubt; inactive = no such curve, though single readings can be large; an effect the other way counts as inactive or inconclusive.
SMILES,TSHR antagonist,TCR act,CXXC DNA block,A-T KAP1 phos,PTAP TSG101 blk,Menin-MLL TR inh,MBNL1 CUG block,ASM inhibitor,Mito fusion act,a7 integrin act
CC1CCCC(NC(=O)C2N(CCCN3CCCC3)C(=O)C3C(C(=O)Nc4cccc(Cl)c4)C4C=CC32O4)C1C (stereo not drawn),3,-2%,4%,2%,-3%,-16%,-2%,-3%,2%,-70%[inhibitor]
Cc1ccc(N2CCN(c3cc(C)nc4nc(C)nn34)CC2)c(C)c1,-8,3%,3%,-3%,2%,0%,-5%,-14%,6%,0%
COc1cccc(NC(=O)CN(C)C(C)C(=O)Nc2ccc(S(=O)(=O)N3CCOCC3)cc2)c1 (stereo not drawn),20,-6%,20%,6%,-7%,.,-14%,4%,7%,32%
COc1ccccc1N1CCN(S(=O)(=O)CCNC(=O)c2ccc(OC(C)C)cc2)CC1,-1,5%,7%,2%,-6%,-13%,2%,-2%,-9%,-22%
Cc1ccc(N(CC(=O)NC2CCCCC2)C(=O)CNC(=O)c2ccco2)cc1C,5,2%,-3%,-6%,0%,6%,4%,0%,-1%,3%
Cc1ccc(NS(=O)(=O)c2ccc(CCC(=O)N3CCOCC3)cc2)cc1,30,0%,5%,.,0%,13%,-8%,6%,-3%,1%
O=C(c1cccc(S(=O)(=O)N2CCCC2)c1)N1CCCc2ccccc21,-4,-3%,0%,6%,-6%,0%,8%,3%,3%,4%
O=c1ccc(-c2ccccc2)n[nH]1,0,-1%,0%,2%,2%,.,13%,2%,3%,28%
C/C(Cl)=C/Cn1c(SC(C)C)nc2c1c(=O)[nH]c(=O)n2C,24,-1%,-2%,-2%,-5%,-4%,7%,0%,9%,-5%
Cc1cc(Cl)ccc1OCCCC(=O)NNC(=O)c1ccccc1O,-3,9%,.,-2%,-3%,.,.,-3%,-2%,-41%
CCn1c(=S)[nH]c2cc(C(=O)O)ccc21,7,.,?,2%,.,-16%,-9%,.,-2%,.
Cc1ccc(C(=O)NNC(=O)c2ccc(Br)s2)cc1S(=O)(=O)N1CCOCC1,15,.,.,-3%,2%,.,.,3%,-3%,-2%
O=C(OCCN1CCN(c2ncc(C(F)(F)F)cc2Cl)CC1)c1ccc(Cl)cc1,1,-1%,-4%,7%,-5%,-5%,?,-6%,20%,-23%
Cc1ccc(NC(=O)C=NOCC(=O)Nc2cc(C)cc(C)c2)cc1,.,4%,.,-15%,-3%,.,.,-1%,.,-12%
COc1ccc2c(c1)CCCC21NC(=O)N(CC(=O)c2cc(F)ccc2F)C1=O (stereo not drawn),-2,.,.,1%,-5%,.,.,3%,6%,-12%
CCN(C(=O)COC(=O)c1cc([N+](=O)[O-])ccc1N1CCOCC1)c1ccccc1,-33,-8%,.,1%,-1%,.,.,-6%,7%,-19%
COCCCNC(=O)CSC1=Nc2ccccc2C2=NC(CC(=O)NCc3ccccc3)C(=O)N12 (stereo not drawn),-46,-18%,3%,12%,-3%,?,-4%,30%,4%,27%
Cc1nnnn1/C(=C\c1ccccc1)C(=O)OCC(=O)N(C)C1CCS(=O)(=O)C1 (stereo not drawn),-2,-4%,6%,3%,-4%,16%,-7%,-5%,1%,15%
O=C(NC1CCCCCC1)c1cc(=O)[nH]c2ccc(S(=O)(=O)N3CCOCC3)cc12,-8,3%,0%,5%,-1%,17%,.,3%,10%,-19%
COc1ccc(CNC(=O)c2c(-c3c(F)cccc3Cl)noc2C)cc1,12,-1%,7%,3%,-2%,7%,-7%,3%,-1%,2%
O=C(COc1ccc2c3c(c(=O)oc2c1)CCC3)NCC1CCC(C(=O)O)CC1 (stereo not drawn),-1,-5%,2%,9%,0%,1%,-1%,0%,5%,0%
CC1(OC(=O)C2CCCC2)C(=O)C=C2C=C(c3ccsc3)N(C(CO)CO)C=C2C1=O (stereo not drawn),4,-7%,0%,3%,-2%,0%[11.7 µM],15%,36%[activator],-10%,-10%
O=C(Nc1ccc([N+](=O)[O-])cc1)N1CCCCCC1,-4,-4%,15%,9%,-4%,12%,?,-1%,5%,-19%
O=C(NCc1ccco1)c1sc2cc(F)ccc2c1Cl,-4,1%[46.1 µM],-6%,-1%,-4%,-4%,22%,-2%,1%,3%
Cc1[nH]n(-c2ccccc2)c(=O)c1/C=N/n1c(C)nc2ccccc2c1=O,6,.,-13%,-2%,1%,23%,6%,4%,1%,-3%
CCC(CC)C(=O)Nc1cc(C(=O)OC)cc(C(=O)OC)c1,0,-2%,2%,8%,-12%,2%,9%,1%,-1%,-16%
Cc1nc2c(Cl)cccc2c2c1CC(CBr)O2 (stereo not drawn),5,-3%,-14%,23%,-2%,12%,7%,2%,-17%,-28%
O=C(NNS(=O)(=O)c1ccccc1[N+](=O)[O-])c1ccccc1[N+](=O)[O-],7,2%[46.1 µM],-6%,-2%,-5%,-6%,13%[11.5 µM],1%,-1%,6%
CCNS(=O)(=O)c1ccc(NC(=O)Nc2cccc(OC)c2)cc1,9,5%,-7%,8%,-4%,1%,?,-11%,26%,-1%
Cc1cc(C(=O)COC(=O)c2ccc(Br)o2)c(C)n1C,5,-30%,1%,-1%,0%,-1%,.,2%,1%,11%
C=COCCNC(=S)N1CCOCCOCCN(C(=S)NCCOC=C)CCOCCOCC1,7,0%,9%,3%,-5%,-4%,.,0%,5%,0%
COc1cccc(N2CC(C(=O)Nc3nnc(SCC(=O)N4CCCC4)s3)CC2=O)c1 (stereo not drawn),-5,2%,2%,-3%,-2%,.,13%,1%,0%,0%
C=CCn1c(SCC(=O)NC2CCS(=O)(=O)C2)nnc1-c1ccncc1 (stereo not drawn),20,-4%,2%,2%,-4%,-18%,-21%,8%,8%,-10%
OCCCNC(=S)Nc1ccc2nccnc2c1,9,5%,-16%,1%,-2%,-8%,?,24%,4%,3%
CCOc1ccc(NS(=O)(=O)c2ccc3[nH]c(=O)oc3c2)cc1,0,-2%,-9%,9%,-1%,19%,-13%,-1%,0%,4%
COc1ccc(NC(=O)c2ccccc2SC)c(OC)c1,-4,-1%,0%,0%,-1%,-9%,-6%,2%,2%,?
O=C(O)c1ccc(S(=O)(=O)N(Cc2ccccc2)Cc2ccccc2)cc1,?,6%,7%,4%,-6%,42%[activator],-4%,9%,9%,19%
CC(C)c1csc(CN2CCN(Cc3ccccc3)C(CCO)C2)n1 (stereo not drawn),5,1%,-4%,2%,-3%,-23%,-4%,1%,2%,-8%
COc1ccc(NC(=O)c2cccc(N3C(=O)C4C5C=CC(C5)C4C3=O)c2)cc1Cl (stereo not drawn),-9,5%,-2%,-7%,-2%,.,0%,-5%,1%,12%
CC1(C)Cc2[nH]c(=O)c(C#N)cc2CS1,-7,-5%,-3%,10%,1%,1%,14%,-1%,-2%,5%
CN(CCc1ccccc1)C(=O)c1cccc(NC(=O)Cc2cccc(NC(=O)C3CCN(C(=O)C4CC4)CC3)c2)c1,.,-2%,.,.,-1%,.,.,0%,.,-6%
Nc1ccnn1-c1ccccc1,14,-2%,-10%,-3%,-1%,-1%,-3%,2%,-7%,-14%
CCOc1ccc(OCCSc2nc3ccccc3c(=O)[nH]2)cc1,4,-2%,11%,1%,-4%,-16%,0%,-3%,1%,14%
O=C(NCCc1ccccc1F)/C(=C/c1cccnc1)NC(=O)c1ccccc1,22,-4%,-17%,-8%,0%,-3%,.,10%,2%,-2%

# Some of the compounds tested; the hit share may differ from the screen's.
